From PubChem BioAssay
mcGAS inh: mouse cGAS inhibition by luminescence; Q8C6L5; recombinant cGAS, Kinase-Glo ATP depletion luminescence; inhibition, % at 12.5 µM; hit rate 0.15% among 160,000; AID 1259399;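 also: 0% = negative control wells and 100% = reference inhibitor with no enzyme activity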
NPYLR7 ag: activates Aedes aegypti NPYLR7 receptor; HEK293T NPYLR7/Galpha15, GCaMP6s calcium fluorescence; hit rate 0.15% among 270,000; AID 1259423; activation, % at 10 µM; in the data active = activation above about 40%;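 also: 0% = vehicle and 100% = reference agonist at the receptor; some compounds past the cut are filed as inactive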
hcGAS inh: human cGAS inhibition; Q8N884; recombinant h-cGAS, ATP depletion, Kinase-Glo luminescence; inhibition, % at 12.5 µM; hit rate 0.081% among 290,000;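 also: 0% = vehicle reaction and 100% = reaction without DNA for no activity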
Target sequence (Q8N884 whole entry, looked up): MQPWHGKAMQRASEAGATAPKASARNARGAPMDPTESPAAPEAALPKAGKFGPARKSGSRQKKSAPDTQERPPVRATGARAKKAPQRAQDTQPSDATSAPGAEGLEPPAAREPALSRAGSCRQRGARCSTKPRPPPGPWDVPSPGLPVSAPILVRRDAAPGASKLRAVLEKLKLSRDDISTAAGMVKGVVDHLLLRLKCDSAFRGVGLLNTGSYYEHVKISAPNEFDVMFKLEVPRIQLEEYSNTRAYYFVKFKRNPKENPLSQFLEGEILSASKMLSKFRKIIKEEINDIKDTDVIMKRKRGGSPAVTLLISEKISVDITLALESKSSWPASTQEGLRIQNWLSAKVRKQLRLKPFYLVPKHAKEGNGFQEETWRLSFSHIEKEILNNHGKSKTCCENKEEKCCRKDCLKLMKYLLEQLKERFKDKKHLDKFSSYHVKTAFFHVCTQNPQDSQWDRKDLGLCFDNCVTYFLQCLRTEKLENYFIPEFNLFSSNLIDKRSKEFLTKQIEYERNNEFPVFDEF
* hit, by the source's call; nt = no result given. Rule as the data show it, unless noted: active = inhibition above about 40%; inactive = the rest.

SMILES	mcGAS inh	NPYLR7 ag	hcGAS inh
CCCCC1CCC(c2nc(-c3ccncc3)no2)CC1 (stereo not drawn)	-5	-8	-7
Cc1nonc1C1CCCN1C(=O)CCCn1cnc2ccccc2c1=O (stereo not drawn)	nt	16	-4
COc1cc(C(=O)Nn2cnc3c(cnn3-c3ccccc3)c2=O)cc(OC)c1OC	nt	-1	-5
COC(=O)c1ccc(-c2c(Nc3ccccc3C)oc3c2c(=O)n(C)c(=O)n3C)cc1	-8	-1	-7
Cc1cccc(-n2nc(C(=O)NCc3ccncc3)c(=O)n(Cc3ccccc3Cl)c2=O)c1	-3	4	0
COc1ccc(C(=O)N(Cc2cc(NC(=O)C3CCCC3)ccc2N(C)C)CC2CCCO2)cc1 (stereo not drawn)	-4	28	-11
COc1cc(OC)cc(C(=O)Nc2ccc(Nc3ccc(-n4ccc(C)n4)nn3)cc2)c1	-8	-7	-5
COC(=O)C1=NNC2C(=O)N(c3ccc(Cl)c(Cl)c3)C(=O)C12 (stereo not drawn)	-2	2	-3
O=C(Nc1cccc(-c2ncc[nH]2)c1)c1sccc1Br	nt	-3	0
Cc1ccc(-c2ccc(C(=O)NCCSc3nncn3C)cc2)o1	nt	20	-7
CN1C(=O)NC(c2ccccc2C(F)(F)F)C2=C1CN(C1CCN(Cc3ccccc3)CC1)C2=O (stereo not drawn)	-5	-2	-5
CCCC(=O)N1CCN(c2ccc(Nc3ccncc3)nn2)CC1	nt	3	3
Cc1nn(C)c(C)c1CC(=O)Nc1ccccc1C(C)C	nt	3	-7
CC(C)CC1C2=C(CC(C)(C)CC2=O)OC(=N)C1C#N (stereo not drawn)	nt	5	-7
Cc1csc(SCC(=O)Nc2cc(C(C)(C)C)no2)n1	-7	3	-7
CC(C)c1ncc(CN2CCCC(CCc3cccc(C(F)(F)F)c3)C2)cn1 (stereo not drawn)	nt	4	-6
O=C(c1csc(S(=O)(=O)N2CCC(N3CCCCC3)CC2)c1)N1CCOCC1	0	nt	5
CCOC(=O)c1c(NC(=O)CC)sc(C(=O)N2CCCCC2)c1C	-3	7	2
CC(=O)Nc1nc(SCCC(=O)O)n[nH]1	nt	8	-4
COCc1cc(CNC(=O)C2COc3ccccc3O2)[nH]n1 (stereo not drawn)	nt	15	-10
CS(=O)(=O)OC12CC3CC(CC(C#N)(C3)O1)C2	nt	4	6
Cc1ccc(C2c3ccsc3CCN2CCC(=O)N2CCN(C(=O)c3cccc(F)c3)C(C)C2)cc1 (stereo not drawn)	-5	11	-5
CN(C)CCNC(=O)CCc1nnc(-c2ccc(C(F)(F)F)cc2)[nH]c1=O	nt	6	-5
CC1(C(=O)Nc2cccc3cccnc23)CCN1Cc1ccccc1OC(F)F (stereo not drawn)	nt	8	-9
COc1ccc(NC(=O)N2CCN(C(C(=O)NCc3ccccn3)C3CCCC3)CC2)cc1 (stereo not drawn)	-4	-7	-1

Random excerpt: six entries already listed, in no set order.
SMILES	mcGAS inh	NPYLR7 ag	hcGAS inh
COc1ccc(NC(=O)N2CCN(C(C(=O)NCc3ccccn3)C3CCCC3)CC2)cc1 (stereo not drawn)	-4	-7	-1
Cc1nonc1C1CCCN1C(=O)CCCn1cnc2ccccc2c1=O (stereo not drawn)	nt	16	-4
Cc1ccc(C2c3ccsc3CCN2CCC(=O)N2CCN(C(=O)c3cccc(F)c3)C(C)C2)cc1 (stereo not drawn)	-5	11	-5
COCc1cc(CNC(=O)C2COc3ccccc3O2)[nH]n1 (stereo not drawn)	nt	15	-10
CN1C(=O)NC(c2ccccc2C(F)(F)F)C2=C1CN(C1CCN(Cc3ccccc3)CC1)C2=O (stereo not drawn)	-5	-2	-5
Cc1cccc(-n2nc(C(=O)NCc3ccncc3)c(=O)n(Cc3ccccc3Cl)c2=O)c1	-3	4	0

Look-ups from the list.
For mcGAS inh, `Cc1ccc(C2c3ccsc3CCN2CCC(=O)N2CCN(C(=O)c3cccc(F)c3)C(C)C2)cc1` (stereo not drawn) is listed with -5
For mcGAS inh, `Cc1cccc(-n2nc(C(=O)NCc3ccncc3)c(=O)n(Cc3ccccc3Cl)c2=O)c1` is listed with -3
For mcGAS inh, `Cc1csc(SCC(=O)Nc2cc(C(C)(C)C)no2)n1` is listed with -7
For hcGAS inh, `CC(C)c1ncc(CN2CCCC(CCc3cccc(C(F)(F)F)c3)C2)cn1` (stereo not drawn) is listed with -6
For NPYLR7 ag, `CC(C)CC1C2=C(CC(C)(C)CC2=O)OC(=N)C1C#N` (stereo not drawn) is listed with 5

The list goes on:
SMILES	mcGAS inh	NPYLR7 ag	hcGAS inh
CCCCC(CC)C(=O)N1CCc2nc(-c3ccc(CC)cc3)[nH]c(=O)c2C1 (stereo not drawn)	-4	25	-8
O=C(c1cccc(CC2CCNCC2)c1)N1CCC(C(F)(F)F)CC1	-12	4	-6
CSc1ncc(Cn2cnc(-c3ccccc3)c2-c2nccn2C)n1C	-13	-4	-3
COCCC(=O)NCC1Cc2cc(-c3cccc(C(=O)OC)c3)cc(Cl)c2O1 (stereo not drawn)	-10	1	-2
COc1ccc(C(=O)N2CCN(c3nc(C)nc(C)c3Cc3ccccc3Cl)CC2)c(OC)c1	-8	2	-4
CCCNC(=O)c1cccc(Nc2c(Oc3ccccc3F)cnn(-c3ccc(C)cc3)c2=O)c1	-5	10	-2
COc1ccccc1Cn1ccnc1SCC(=O)Nc1cccc([N+](=O)[O-])c1	nt	-4	-9
CC(C)CN(CC(=O)Nc1nc(CC(=O)N2CCN(c3cccc(Cl)c3)CC2)cs1)C(=O)c1ccc(Cl)cc1	-4	15	-7
CC(NCc1c(C(=O)N2CCCC2)nc2sccn12)c1cnn(-c2ccccc2)c1 (stereo not drawn)	-4	-9	-4
O=S1(=O)CCC(N2CCN(Cc3nc(-c4ccc(C(F)(F)F)cc4)no3)CC2)C1 (stereo not drawn)	-10	0	-7
O=C(Nc1ccc(OCc2cccc(F)c2)c(Cl)c1)c1ccc[nH]c1=S	nt	12	-8
O=C(NCc1ccc(OC(F)F)cc1)c1cnccn1	-7	-4	-9
Cc1noc(C)c1CN(C)C1CCCCC1	nt	9	-6
CCOC(=O)c1cnc(-c2ccc(OC)c(OC)c2)nc1NCCCN1CCOCC1	-3	30	-3
CCn1c(N2CCN(Cc3ccc(Cl)cc3Cl)CC2)nc2c1c(=O)[nH]c(=O)n2C	-8	2	-3
O=C(CCc1ccccc1)N1CCN(c2c(-c3ccccc3)cnc3ncnn23)CC1	-6	25	-2
Cc1cc(CNC(=O)c2cccc(NCc3ccc(F)cc3)c2)n[nH]1	-1	-1	4
O=C(CCN(CCCN1CCOCC1)c1nc(-c2cccs2)nc2ccccc12)NCc1cccc(C(F)(F)F)c1	-4	29	-10
CC(C)c1c(C(=O)Nc2ccccc2)c(-c2ccccc2)c(-c2ccc(F)cc2)n1CCC(O)CC(O)CC(=O)O (stereo not drawn)	nt	-26	-5
Cc1cccc2c1NC1(CCN(Cc3ccccn3)CC1)NC2=O	-5	-1	-8
CN(CCCc1ccccc1)C(=O)c1ccc2c(=O)n(C)c(=S)[nH]c2c1	nt	-6	8
COc1ccc(Cl)cc1Cn1c(C)c(C(=O)NCc2cccc(C(F)(F)F)c2)sc1=O	nt	-10	2
CC1C(=O)C(c2ccc(F)cc2)C(=N)N1c1ccccc1 (stereo not drawn)	-8	8	-5
Nc1nc(N)nc(Cn2nc(-c3ccccc3)cc(C(F)(F)F)c2=O)n1	-8	-1	-7
Cc1nc(COc2ccc(CNCCS(C)(=O)=O)cc2)no1	nt	0	-4
Next section:
SMILES	mcGAS inh	NPYLR7 ag	hcGAS inh
COCCCN(Cc1ccc(C(C)(C)O)o1)Cc1ccc(C)s1	-5	-2	-6
Cc1cccc(OCC(C)NC(=O)NCc2scnc2C)c1 (stereo not drawn)	-17	-1	-10
O=C1CSC(c2ccccn2)N1c1ccc(Br)cc1 (stereo not drawn)	nt	-7	-6
CN(C(=O)c1csc(-c2ccoc2)n1)c1ccc(Cl)cn1	nt	2	4
COCCN(Cc1cc(NC(=O)C2CC2)ccc1N(C)C)C(=O)Cc1cccs1	-5	24	-11
CN(C(=O)CC1C(=O)NCCN1Cc1ccccc1C(F)(F)F)C1CCOCC1 (stereo not drawn)	nt	-2	-4
CC(NC(=O)CCC1CCCO1)c1ccc(Cl)s1 (stereo not drawn)	0	-3	-3
Cc1nc(NC(=O)NCC2CCCC(CNC(=O)Nc3n[nH]c(C)n3)C2)n[nH]1 (stereo not drawn)	-6	0	-3
COc1cc(Nc2nccc3c2cc(-c2cnn(C)c2)n3C)cc(OC)c1OC	-3	7	0
COc1ccc(S(=O)(=O)NCCSC(C)(C)C)c(Cl)c1Cl	nt	6	2
Cc1nn(-c2nc3ccccc3s2)c2c1C(=O)CC(C)C2 (stereo not drawn)	nt	4	-11
CCCCCCN(C(=O)c1ccc(F)cc1)C(C)c1nc2ccccc2c(=O)n1-c1ccccc1CC (stereo not drawn)	-5	23	-2
O=C(COc1ncnc2sc3c(c12)CCCC3)NCCN1C(=O)CSC1=O	nt	2	-1
C=CCN=c1scc(-c2ccc(F)cc2)n1N=Cc1ccc(C#N)cc1	nt	5	-7
COCCN1CC(CNc2nccc(-c3c(C)nn(C)c3C)n2)CC1=O (stereo not drawn)	nt	4	-5
Cc1cnc(NC(=O)c2cccc(CN(C)Cc3snnc3C)c2)s1	-8	1	-7
Nc1nccc(N2CCC(Cc3ccccc3Cl)(C(=O)O)CC2)n1	2	2	-3
O=C(c1cn(Cc2ccc(F)cc2)nn1)N1CCCCO1	nt	2	-6
CO[C@H]1CN(C(=O)c2cnccn2)[C@H]2Cc3c(oc4ccccc34)[C@@H]1C2	-10	17	-6
C=C(C)Cn1c(=O)c2c(nc3n(C(C)c4ccccc4)c(C)cn23)n(C)c1=O (stereo not drawn)	nt	-3	-7
COc1ccc(CN2CCN(Cc3cnc(N(C)C)s3)CC2CCO)cc1C (stereo not drawn)	nt	-6	-3
CCOC(=O)c1nn(Cc2ccc(OC)cc2)c2c1CN(C(=O)C1CCCO1)CC2 (stereo not drawn)	-1	-6	-4
Cc1nn(C)c(C)c1CN(C(=O)c1ccc(Cn2cnnn2)cc1)C1CC1	-12	27	-3
CCn1c(C2CCNCC2)nn(Cc2noc(C3CCCO3)n2)c1=O (stereo not drawn)	-12	2	-1
O=C(c1ccccc1)N(CCCN1CCOCC1)c1nc2ccc(F)cc2s1	3	-9	7
Carrying on:
SMILES	mcGAS inh	NPYLR7 ag	hcGAS inh
O=C(C=Cc1ccc(S(=O)(=O)N2CCOCC2)cc1)NC(=S)NCc1ccc2c(c1)OCO2	-3	-5	-8
Cc1ccc(-c2nnc3ccc(SCC(=O)N4CCCCC4)nn23)cc1	-6	6	-3
CC(c1ccccc1Cl)N1CCCC(O)C1 (stereo not drawn)	nt	-3	-5
COc1ccc(C(C)=O)cc1N1C(=O)C2C3C=CC(O3)C2C1=O (stereo not drawn)	-4	22	-3
COc1cccc(-c2cnc(-c3ccncc3)nc2C2CCN(Cc3ccc(OC)c(C)c3)CC2)c1	-7	12	-4
COc1ccc(-n2c(=O)[nH]c3c(C(N)=O)nc(-c4cc(Br)ccc4OC)nc32)cc1	-8	1	-6

Compound profiles (already shown):
Entry for COc1cccc(-c2cnc(-c3ccncc3)nc2C2CCN(Cc3ccc(OC)c(C)c3)CC2)c1 → mcGAS inh: -7; NPYLR7 ag: 12; hcGAS inh: -4
Entry for O=C(C=Cc1ccc(S(=O)(=O)N2CCOCC2)cc1)NC(=S)NCc1ccc2c(c1)OCO2 → mcGAS inh: -3; NPYLR7 ag: -5; hcGAS inh: -8

The order is random; overall some 0.27% were active at least once.
